# BoNT-A LC inh2 – BoNT/A light chain protease inhibitors, primary screen, biochemical, flow cytometry, MLPCN library; Botulinum neurotoxin type A light chain protease (Clostridium botulinum A str. ATCC 3502); multiplex microsphere protease substrate cleavage; inhibition, % at 10 µM; hit rate 0.17% among 360,000; AID 588499, 2011; further: plate controls were buffer without enzyme for full effect and enzyme alone for no effect
# BoNT F protease – BoNT/F light chain protease inhibitors, primary screen, biochemical, flow cytometry, MLPCN library. inhibition, % at 10 µM. Multiplex microsphere protease cleavage assay. hit rate 0.22% among 360,000. AID 588497, 2011. Botulinum neurotoxin type F light chain protease (Clostridium botulinum); in the data active means inhibition above about 35%, passing the limit was not always enough; inconclusive means no clear call, values can overlap the other calls; further: plate controls were buffer without enzyme for full effect and enzyme alone for no effect
# MazF activator – activators of E. coli MazEF toxin-antitoxin RNase, primary screen, biochemical, fluorescence, uHTS | Endoribonuclease toxin MazF (Escherichia coli (strain K12)), P0AE70 | hit rate 0.32% among 350,000 | activation, % at 20 µM | AID 504720, 2011 | FAM/BHQ RNA-DNA oligo cleavage fluorescence, 5 h; in the data active means activation above about 50%
# Target sequence (P0AE70 whole entry, looked up): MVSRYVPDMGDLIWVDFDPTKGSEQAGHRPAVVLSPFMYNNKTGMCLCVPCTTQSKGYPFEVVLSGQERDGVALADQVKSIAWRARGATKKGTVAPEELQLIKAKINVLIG
# Anthrax LF prot – Bacillus anthracis LF protease inhibitors, primary screen, biochemical, multiplex microsphere, MLPCN library | Lethal factor (Bacillus anthracis), P15917 | multiplex microsphere protease cleavage assay | inhibition, % at 10 µM | hit rate 0.12% among 360,000 | AID 588501, 2011; further: plate controls were buffer without enzyme for full effect and enzyme alone for no effect
# PrPC surface inh – inhibitors of human cell surface prion protein PrPC, primary screen, cell-based, TR-FRET; hit rate 0.43% among 370,000; inhibition, % at 13.8 µM; TR-FRET read-out; Major prion protein (Homo sapiens), P04156; in the data active means inhibition above about 24%; further: 0% = median of the test wells and 100% = reference compound wells
# CCHFV vOTU inh – CCHFV vOTU protease inhibitors, primary screen, biochemical, Pep-AMC substrate, fluorescence; hit rate 0.55% among 370,000; AID 651958, 2012; Crimean-Congo hemorrhagic fever virus L polyprotein viral ovarian tumor (vOTU) protease …; inhibition, % at 11.5 µM; in the data active means inhibition above about 30%; further: 0% = vehicle wells with enzyme and 100% = no enzyme wells
# SSB-PriA inh – inhibitors of Klebsiella pneumoniae PriA binding to SSB C-terminal tail, primary screen, biochemical, AlphaScreen. PriA–SSB C-terminal tail interaction (Klebsiella pneumoniae). AlphaScreen SSBct-PriA binding, biotinylated peptide. inhibition, % at 33 µM. hit rate 0.6% among 430,000. AID 1272365, 2023; in the data active means inhibition mostly above about 37%, no sharp cut-off; inactive means mostly below about 20%;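 further: plate controls were negative control peptide for no effect and reference peptide for full effect; strong numbers were not always called active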
# SARS 3CLpro inh – SARS-CoV 3CLpro protease inhibitors, primary screen, biochemical, quenched FRET; hit rate 0.14% among 290,000; recombinant SARS-CoV 3CLpro, quenched FRET peptide cleavage; inhibition, % at 6 µM; in the data active means inhibition above about 12%
# DUSP3 inh – VHR1 phosphatase inhibitors, primary screen, biochemical, absorbance, uHTS; Dual specificity protein phosphatase 3 (Homo sapiens), P51452; recombinant VHR phosphatase, pNPP absorbance; inhibition, % at 13.3 µM; hit rate 0.52% among 290,000; AID 1654, 2009; in the data active means inhibition above about 50%; further: some compounds called inactive have numbers as strong as hits
# Target sequence (P51452 whole entry, looked up): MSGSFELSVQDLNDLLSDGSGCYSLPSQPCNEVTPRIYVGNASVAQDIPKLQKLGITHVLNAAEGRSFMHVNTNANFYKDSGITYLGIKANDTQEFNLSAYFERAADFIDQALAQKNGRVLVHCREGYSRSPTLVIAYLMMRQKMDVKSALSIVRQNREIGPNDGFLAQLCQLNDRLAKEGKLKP
# Rv3671c inh – Rv3671c serine protease inhibitors, primary screen, biochemical, fluorescence polarization, M. tuberculosis H37Rv. inhibition, % at 5.96 µM. P9WHR9. hit rate 0.048% among 320,000. AID 2606, 2010; in the data active means inhibition above about 38%;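 further: extracellular domain of Rv3671c used as enzyme; 0% = enzyme with DMSO and 100% = no enzyme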
# Target sequence (P9WHR9 whole entry, looked up, the tested form may be a part): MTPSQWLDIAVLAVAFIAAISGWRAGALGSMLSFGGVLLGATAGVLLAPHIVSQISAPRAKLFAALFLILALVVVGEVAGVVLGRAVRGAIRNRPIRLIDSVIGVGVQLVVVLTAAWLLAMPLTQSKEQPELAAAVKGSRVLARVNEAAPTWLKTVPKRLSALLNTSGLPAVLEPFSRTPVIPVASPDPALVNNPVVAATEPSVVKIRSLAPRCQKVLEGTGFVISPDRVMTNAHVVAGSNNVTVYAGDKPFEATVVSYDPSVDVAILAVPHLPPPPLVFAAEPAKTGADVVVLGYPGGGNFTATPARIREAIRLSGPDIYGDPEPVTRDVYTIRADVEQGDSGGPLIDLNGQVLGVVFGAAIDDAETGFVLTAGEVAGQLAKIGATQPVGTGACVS
# The depositor's hits bear a star; i = inactive; u = inconclusive; x = no result given. Unless noted, no stated cut-off is given here; in the data, active means inhibition above about 30%; inconclusive means no clear call, values can overlap the other calls; inactive means below that. Only part of the results is shown, so the mix of outcomes need not match the whole.
Compound	BoNT-A LC inh2	BoNT F protease	MazF activator	Anthrax LF prot	PrPC surface inh	CCHFV vOTU inh	SSB-PriA inh	SARS 3CLpro inh	DUSP3 inh	Rv3671c inh
Cc1c(Cl)cnc(NC(=O)COC(=O)/C=C/c2ccco2)c1Cl	2.1	3	-8	2	-3	-1	2	x	x	x
COc1cc(C(=O)N2CCN(S(=O)(=O)c3ccc(C)cc3)CC2)ccc1OCC(=O)N1CCOCC1	-0.1	1	4	-7	3	1	5	x	x	x
COc1ccc(-c2cc(C(F)(F)F)nc(N3CCOCC3)n2)cc1OC	-1.1	-16	-2	-10	3	12	-15	2	23	-4
CCc1nnc(NS(=O)(=O)c2ccc(Nc3ccc4nonc4c3[N+](=O)[O-])cc2)s1	0.3	0	-8	-5	-58	-3	-7	4	9	0
COC(=O)Cn1c2ccc(Cl)cc2c2nc(C)sc21	-0.2	7	17	14	3	-5	-14	0	9	5
CCOC(=O)c1cc(-c2ccccc2)nn1CCC#N	0.2	-11	5	2	-5	8	-12	2	14	6
O=Cc1cn(CC(=O)N2CCCCCC2)c2ccccc12	-1.4	-5	-2	-1	5	7	5	1	-20	-5
COc1ccccc1CNC(=O)c1ccc(-c2ccccc2C(F)(F)F)o1	-0.7	-2	-8	-13	9	0	-19	0	-3	-21
O=C(NCCc1ccccc1)c1ccc2c(c1)N(Cc1ccccc1)C(=O)CS2=O (centres undefined)	-0.2	-9	7	-4	-2	-1	-9	1	19	-18
CCOC(=O)CNC(=O)N1Cc2ccc(Br)cc2-n2nncc2C1	1.1	0	x	5	11	7	x	x	x	x
COc1ccc(NC(=O)CSc2ccc(NC(C)=O)cc2)cc1S(=O)(=O)N1CCOCC1	-0.2	-4	5	-3	-2	18	-6	x	x	0
CC1(C)CC(=O)c2cc(C(=O)Nn3cnnc3)c(=O)n(-c3ccccc3)c2C1	-0.4	6	3	4	2	3	-8	-2	3	1
CC(=O)Nc1nc(SCC(=O)Nc2nnc(C)s2)[nH]c(=O)c1NC(=O)c1cccs1	0.4	2	-5	2	2	-5	-1	-1	45	-7
COc1cccc(/C=N/n2nnnc2N)c1O	x	x	-1	x	-3	0	x	-3	8	9
CCn1cc(Br)c(-c2nc3ccccc3c(=O)n2N)n1	-0.5	4	0	1	1	2	-17	-1	0	1
O=c1nc(-c2ccccc2)c(-c2ccccc2)n[nH]1	0.5	-10	3	14	-6	4	7	-3	-2	x
CC(=O)Nc1cc2ccccc2oc1=O	0.2	4	0	1	-2	-3	-5	-1	11	-8
COc1ccc(-n2c(=S)[nH]c3cc(C(=O)NCc4ccccc4)ccc3c2=O)c(OC)c1	-2.0	2	4	-14	-4	20	16	0	7	-20
CCOc1ccc(-c2nnn(CC(=O)NCc3ccc(OC)cc3)n2)cc1OCC	-0.8	-3	-37	-4	0	-13	4	-2	-25	1
Cc1cc(=O)[nH]c(N/N=C/c2sccc2C)n1	-1.3	-3	1	2	5	4	x	0	32	1
O=C1c2ccccc2S(=O)(=O)c2cc(C(=O)N3CCC(O)CC3)ccc21	-0.3	-1	-4	-1	-57	4	-9	x	x	8
CN(CCCNC(=O)CCC(=O)N1CCOc2ccccc21)Cc1ccccc1	-1.2	-17	6	-6	-5	-4	-7	-5	25	6
O=C(NCCC1=CCCCC1)c1cc(S(=O)(=O)N2CCOCC2)ccc1F	-464	i	-3	-93	12	-11	-3	x	x	0
CCN(Cc1ccccc1)C(=O)Cn1c(=O)n(CCC(=O)N2CCCCC2)c(=O)c2sccc21	-0.3	-2	3	0	-5	16	0	-6	11	-9
CCOC(=O)c1cc2sc(C)cc2n1CCCN1C(=O)c2ccccc2C1=O	0.9	0	1	-1	0	-9	-11	1	-1	-7
CC(=O)c1cccc(NC(=O)N2CCCC2C(=O)NC2CCCCC2)c1 (centres undefined)	x	x	3	x	-2	4	-6	-1	-6	-4
COC(=O)c1ccccc1NC(=O)COC(=O)Cc1ccc(S(=O)(=O)N2CCOCC2)s1	-0.9	-3	3	-5	-4	0	-4	x	x	x
Cc1cc(=O)oc2cc(OCC(=O)Nc3c(C)n(C)n(-c4ccccc4)c3=O)c(Cl)cc12	2.5	2	-2	2	-1	-29	-2	x	x	x
CCOC(=O)c1sc(SC)nc1N	0.3	3	-2	2	-2	-1	-10	-1	9	-5
COc1ccc(C2C(C(=O)c3ccccc3)=C(C)Nc3nc4ccccc4n32)c(OC)c1 (centres undefined)	-1.1	-4	-5	1	2	7	-18	1	8	5

# Look-ups from the results shown.
# MazF activator result of Cc1cc(=O)[nH]c(N/N=C/c2sccc2C)n1 = 1
# BoNT-A LC inh2 result of COc1ccc(-c2cc(C(F)(F)F)nc(N3CCOCC3)n2)cc1OC = -1.1

# (cont.)
Compound	BoNT-A LC inh2	BoNT F protease	MazF activator	Anthrax LF prot	PrPC surface inh	CCHFV vOTU inh	SSB-PriA inh	SARS 3CLpro inh	DUSP3 inh	Rv3671c inh
COc1cc(NC(=O)COc2ccc(-n3cnnn3)cc2)cc(OC)c1OC	-0.3	1	-4	-1	6	10	-4	x	x	2
ON1C2CCCCC2N(O)C1c1ccccc1 (centres undefined)	0.3	-6	-6	1	-2	-16	5	5	-5	7
Cc1cccc(C)c1NC(=S)Nc1c(C)n(C)n(-c2ccccc2)c1=O	-0.3	-8	9	0	-3	-11	-5	3	-4	-4
CCCCN(C)CCCNC(=O)C1CCC(CNS(=O)(=O)c2c(C)cc(C)cc2C)CC1 (centres undefined)	-2.1	-8	17	-10	-9	-11	-5	0	17	-7
Cc1cc(O)c(C2=Nc3ccccc3SC(c3ccc(Cl)cc3)C2)c(=O)o1 (centres undefined)	0.2	-3	3	0	2	-6	-6	-3	-8	-5
O=C(N/N=C/C1=C(N2CCOCC2)C(=C\c2ccccc2)/CC1)Nc1ccccc1	1.3	-13	-6	-3	-7	-21	x	3	-4	-3
CC(C)NC(=O)CCS(=O)(=O)c1cccc2nonc12	0.8	4	-2	-8	-34	-9	-18	-3	14	5
Cc1ccc(NC(=O)CSc2sc3c(O)cc(=O)[nH]c3c2C#N)cc1C	-5.3	-25	7	11	1	6	2	-3	-7	-18
O=C(Nc1ccc(Cl)cc1C(=O)NCc1cccnc1)c1ccc(Cl)cc1Cl	-0.2	-7	-3	-1	6	-13	-13	3	43	7
CCOc1ccc2c3c(c(=O)oc2c1OCC)CCCC3	0.2	-3	-4	0	-2	9	-44	1	28	3
CC(C)Cn1c(SCC(=O)N(C)c2c(N)n(Cc3ccccc3)c(=O)[nH]c2=O)nc2ccccc21	1.2	-2	6	-5	5	2	-8	x	x	1
CCOC(=O)c1ccc2c(c1)N(CC(=O)N1CCCCC1)C(=O)C(C)(C)O2	-0.1	2	1	3	-4	3	-6	3	18	-4
CC(C)c1ccc(/C=N/NC(=O)C2CCCC2)cc1	-3.6	-12	0	-4	3	14	x	1	19	-6
CCOC(=O)c1c(NC(=O)C2C3CCC(O3)C2C(=O)O)sc2c1CCCC2 (centres undefined)	-1.5	-2	3	5	2	1	-5	1	-6	9
COc1cccc(C(=O)C2CCCN(Cc3ccc(F)cc3)C2)c1 (centres undefined)	-2.6	-24	5	-11	-9	-7	9	-2	16	2
O=C(CSc1nnc(COc2ccc(Cl)cc2)o1)NC1CC2CCC1C2 (centres undefined)	-1.8	-4	1	0	2	0	-3	2	-8	10
O=C(CSc1nnc(CN2CCOCC2)n1-c1ccccc1)N1CCc2ccccc21	0.6	-1	1	1	9	-17	-8	1	8	0
O=C(/C=C/c1ccc(NC(=O)c2ccccc2-c2ccccc2C(=O)O)cc1)c1ccccc1	-1.3	u	-6	-20	0	8	3	9	5	-53
COc1ccc(N2CCN(Cc3nc4c(c(=O)n(C)c(=O)n4C)n3CC(C)=O)CC2)cc1	-1.5	-2	7	-2	-1	-14	-1	-3	21	4
COC(=O)C1C/C(=N/NS(=O)(=O)c2ccc(C)cc2)CS1 (centres undefined)	0.7	-1	2	1	-2	-2	x	-1	2	x
CCOc1ccc(N(CC(=O)NC2CCCCC2)C(=O)CCC(=O)Nc2nccs2)cc1	-1.8	3	0	6	-2	4	-11	-3	2	7
Cc1ccc2c(c1)C1CN(C)CCC1N2C(=O)COc1ccc(N(C)S(=O)(=O)c2cccs2)cc1 (centres undefined)	x	x	3	x	-7	2	-3	0	17	8
COc1ccccc1N(CC(=O)NC1CCCCC1)S(=O)(=O)c1ccccc1	-0.7	-2	5	0	-11	4	2	4	26	2
CCc1cc(C(=O)N2CCCC(C(=O)c3cccc4ccccc34)C2)n(C)n1 (centres undefined)	0.4	2	5	-6	2	-4	-4	6	0	5
Cc1cc(C)n2nc(-c3cccc(Br)c3)cc2n1	-6.3	u	4	-8	1	7	-7	-7	4	3
O=C(CSc1nnnn1-c1ccc(Cl)cc1)NC(=O)Nc1ccc2c(c1)OCCO2	0.8	2	-13	-2	0	1	4	-7	12	-7
Cc1cc(C(=O)Nc2ccc(N3CCCCC3)cc2)no1	-0.4	1	-11	-4	5	-4	9	-1	3	2
CCOC(=O)N1CCN(C(=O)Nc2sc3nc4n(c(=O)c3c2C)CCC(C)CC4)CC1 (centres undefined)	1.2	4	0	-1	4	-7	-10	0	29	-4
Cc1ccc(CSc2nnc(-c3ccco3)o2)cc1	0.1	-9	15	-1	-2	9	-16	5	15	-5
CCn1c(N2CCN(S(=O)(=O)CC)CC2)nc2ccccc21	-0.2	0	0	0	-2	-8	-19	0	19	7
CC(=O)Oc1ccc2c(c1)CCC1C2CCC2(C)C(OC(C)=O)CCC12 (centres undefined)	-0.1	-8	-5	-3	5	-1	-6	x	x	x
Cc1cc(C)n(-c2ccc(C(=O)N3CCN(S(=O)(=O)c4cccc(Br)c4)CC3)cc2)n1	-0.5	-10	0	4	6	16	2	x	x	x
CCOC(=O)CSc1[nH]c(=O)cc(C)c1C#N	-0.5	-6	-9	-4	-1	-5	-3	1	17	2
COc1ccccc1[C@H]1C(c2cccc(Cl)c2)=NN(c2ccccc2)[C@@H]1CO	0.8	-6	-10	0	x	x	-27	x	x	x
COc1ccc(/C=C2\SC(=S)N(CC3CCCO3)C2=O)cc1 (centres undefined)	x	x	-4	x	8	-9	-3	1	-3	2
CCC(CO)n1cnnc1-c1ccncc1 (centres undefined)	-1.1	3	12	-5	-1	-4	-1	3	2	7

# One compound at a time (already shown):
# CC(=O)Oc1ccc2c(c1)CCC1C2CCC2(C)C(OC(C)=O)CCC12 (centres undefined) reads BoNT-A LC inh2 = -0.1; BoNT F protease = -8; MazF activator = -5; Anthrax LF prot = -3; PrPC surface inh = 5; CCHFV vOTU inh = -1; SSB-PriA inh = -6; SARS 3CLpro inh = x; DUSP3 inh = x; Rv3671c inh = x
# CCOC(=O)CSc1[nH]c(=O)cc(C)c1C#N reads BoNT-A LC inh2 = -0.5; BoNT F protease = -6; MazF activator = -9; Anthrax LF prot = -4; PrPC surface inh = -1; CCHFV vOTU inh = -5; SSB-PriA inh = -3; SARS 3CLpro inh = 1; DUSP3 inh = 17; Rv3671c inh = 2
